NadD block – inhibitors of S. aureus NadD, primary screen, biochemical, colorimetric, uHTS. purified NadD enzyme, colorimetric absorbance read-out. inhibition, % at 20 µM. 0.78% of 360,000 active. AID 602399, 2012; in the data active means inhibition above about 26%; further: some compounds past the cut are filed as inactive
Rpn11 inh – Rpn11 (PSMD14) deubiquitinase inhibitors, primary screen, biochemical, fluorescence polarization, uHTS. human 26S proteasome, Ub4-pepOG fluorescence polarization; 20S core pre-blocked with epoxomicin. calls only at 20 µM. 26S proteasome non-ATPase regulatory subunit 14 (Homo sapiens), O00487. 0.59% of 360,000 active;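 active means inhibition at 20 µM, scaled to each plate's controls, above about 33%, limit read from the data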
FAS TE block – FAS thioesterase domain inhibitors, primary screen, biochemical, fluorescence intensity, uHTS. Fatty acid synthase (Homo sapiens), P49327. recombinant FAS-TE, OMFH fluorogenic substrate, fluorescence endpoint. inhibition, % at 15 µM. 0.67% of 360,000 active. AID 602261, 2012;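 active means compounds whose normalised, plate-corrected inhibition of enzyme fluorescence in the single-dose primary screen is 50% or more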;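 further: 0% = DMSO with enzyme and 100% = substrate without enzyme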
SKN-1 block – suppressors of acrylamide-induced Pgst-4::GFP reporter in worms, primary screen, SKN-1 inhibitor project, whole organism, uHTS, GFP/RFP fluorescence ratio, strain VP596; C. elegans VP596 Pgst-4::GFP/RFP ratio, 24 h; inhibition, % at 21.8 µM; 0.49% of 360,000 active; AID 624304, 2012;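 active means interference check ratio from 0.5 to 1.5 plus GFP to RFP signal ratio inhibition reaching or exceeding a fixed threshold, cut at about 30% in these data, passing the limit was not always enough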; further: some compounds called inactive have numbers as strong as hits
MT1-MMP act inh – blockers of MT1-MMP proenzyme processing, primary screen, HT1080 RFP-PRO-GFP cells, GFP/RFP fluorescence; Matrix metalloproteinase-14 (Homo sapiens), P50281; GFP/RFP ratio fluorescence, overnight; percent of plate control window, DMSO zero; GFP/RFP ratio change, % at 20 µM; 0.061% of 360,000 active; AID 651647, 2012;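 active means GFP/RFP ratio change of at least 30% with cell ATP level not reduced by more than half and red fluorescence within 50% of control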; further: strong numbers were not always called active
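Test system: HT1080 RFP-PRO-GFP cells; Benchmarks: DMSO and RFP-L50D-GFP cell wells; Timing: cells overnight before dosing, compound overnight, 37 °C, 5% CO2; Compound: one 20 µM compound dose with 1% DMSO; Read-out: GFP/RFP fluorescence ratio.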
Neddyl block – inhibitors of cullin neddylation, primary screen, biochemical, TR-FRET, uHTS, NAE and Ubc12; NEDD8-conjugating enzyme Ubc12 (Homo sapiens) + NEDD8-activating enzyme E1 regulatory …; calls only at 25 µM; 0.58% of 360,000 active; in the data active means inhibition above about 36%
Rin1-Abl PPI inh – inhibitors of Rin1-Abl protein binding, primary screen, biochemical, TR-FRET | AID 588664, 2011 | 0.4% of 360,000 active | Tyrosine-protein kinase ABL1 (Homo sapiens) + Ras and Rab interactor 1 (Homo sapiens), … | inhibition, % at 7.35 µM; in the data active means inhibition above about 5%, passing the limit was not always enough
PABP1 MLLE inh – inhibitors of PABP1 MLLE–PAM2 peptide binding, primary screen, biochemical, fluorescence polarization, FITC-PAM2, GST-MLLE; Polyadenylate-binding protein 1 (Homo sapiens), P11940; 0.36% of 360,000 active; inhibition, % at 20 µM; in the data active means inhibition above about 35%, passing the limit was not always enough;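 further: plate controls were DMSO wells with GST-MLLE for no effect and wells lacking GST-MLLE protein for full effect; some results filed as inactive read as strong as hits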
CSN deneddyl inh – inhibitors of CSN-mediated cullin deneddylation, primary screen, biochemical, fluorescence polarization, uHTS; COP9 signalosome complex subunit 5 (Homo sapiens), Q92905; Purified CSN, SCF-Nedd8-OG deneddylation; inhibition, % at 12.5 µM; 0.38% of 360,000 active;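 active means pattern-corrected inhibition above about 35%, with an unprinted fluorescence ratio check between 0.5 and 1.5, limit read from the data, passing the limit was not always enough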;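 further: 0% = enzyme with substrate and 100% = substrate without enzyme; some results filed as inactive read as strong as hits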
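Material: human Csn5 produced in HEK293T cells; Input: enzyme 0.24 nM; Reagent: SCFSkp2-Nedd8OG substrate at 10 nM final; Dosing: 12.5 µM compound; Incubation: 90 min reaction at room temperature; Detection: fluorescence polarization of the substrate; Evaluation: % inhibition of substrate cleavage by Csn5; Control set: substrate-only high control, full reaction low control.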
An asterisk follows results filed as active; i = inactive; / = not tested or not shown.

compound | MT1-MMP act inh | FAS TE block | Rpn11 inh | PABP1 MLLE inh | Neddyl block | NadD block | SKN-1 block | CSN deneddyl inh | Rin1-Abl PPI inh
CSc1ccc(NC(=O)N2CC=C(n3c(=O)[nH]c4ccccc43)CC2)cc1 | 14 | 4 | i | -2 | i | -2 | -4 | 2 | 0
CCOC(=O)C1(Cc2ccccc2)NC(c2ccccc2F)C2C(=O)N(CC)C(=O)C21 (configuration not stated) | 1 | 2 | i | -1 | i | -4 | -21 | 3 | -2
O=C(NCC1CCCO1)c1ccc(CSCc2cccc(F)c2)o1 (configuration not stated) | -13 | 0 | i | 13 | i | 1 | -12 | 11 | 2
CCN1C(=O)N2C[C@H]3CON(C)[C@H]3C[C@H]2c2ccccc21 | 3 | -12 | i | -9 | i | -5 | -7 | -3 | -1
CC1CCCC(=C\c2ccccc2)/C1=N/O (configuration not stated) | -2 | -9 | i | -12 | i | -3 | 15 | -17 | 0
COc1ccc(NC(=O)CCc2nnc3ccc(NCc4ccco4)nn23)cc1 | 4 | -1 | i | 2 | i | -3 | 5 | 0 | -8
CC(C)(C)c1ccc(OCC(=O)OCCNC(=O)c2cccnc2)cc1 | -17 | -10 | i | 1 | i | -4 | 0 | -2 | -1
O=C(Nc1nccs1)c1nc[nH]c1C(=O)N1CCc2ccccc2C1 | 5 | -8 | i | 9 | i | 6 | -3 | 0 | -1
CCN(CC)Cc1c(C(=O)N/N=C/c2cccc3ccccc23)nnn1-c1nonc1N | 1 | 5 | i | 10 | i | -2 | -14 | -3 | 3
Cc1cc(-c2ccccc2)n2ncc(-c3ccccc3)c2n1 | -3 | 20 | i | -12 | i | -5 | 21 | -7 | 0
COC(=O)[C@]12CCCCC=C1N(Cc1ccccc1)C(=O)[C@H](CC(=O)NCc1cccc(C(F)(F)F)c1)C2 | 3 | 17 | / | / | i | -2 | 4 | -1 | /
COc1ccc(NC(=O)N2CCN(c3nc4ccccc4n3C(C)C)CC2)cc1 | 4 | -3 | i | -9 | i | -2 | 1 | -4 | -1
COc1cc(CC(=O)Nc2ccc(S(=O)(=O)NC3=NCCCCC3)cc2)cc(OC)c1OC | -2 | -4 | i | 1 | i | -6 | -9 | -1 | -4
COc1cc(C(=S)N2CCCC2)ccc1OS(=O)(=O)c1ccc(NC(C)=O)cc1 | 1 | 37 | i | 13 | i | -5 | 1 | -1 | 2
CC(NC(=O)Nc1ccccc1)c1ccccc1 (configuration not stated) | 1 | -1 | i | 0 | i | -10 | -6 | 3 | -5
C/C(=N\Nc1cccc2cccnc12)c1ccc(C)cc1 | 1 | 20 | i | 14 | i | -1 | 20 | 10 | -1
O=C(Nc1ccc2ccccc2c1)N1CCCN(CCOc2ccccc2)CC1 | 0 | -1 | i | 9 | i | -7 | -4 | 0 | -5
N#Cc1c(-c2ccc(Cl)cc2)ccn2nc(CCC(=O)O)nc12 | -4 | -8 | i | 11 | i | 1 | -3 | -6 | 2
Cn1c(=O)n(C)c2cc(S(=O)(=O)N3CCOCC3)ccc21 | 4 | -8 | i | -1 | i | -6 | 6 | 1 | -1
Clc1ccc(-c2csc(N3CCSCC3)n2)cc1 | -4 | 38 | i | 10 | i | -3 | 50* | 2 | 4
COC(=O)c1ccc(/C=C/C(=O)c2ccc(OC)cc2)cc1 | -1 | 4 | i | 1 | i | -8 | 12 | 12 | -4
O=C(c1cccs1)N1CCN(C(=O)C2CCCO2)CC1 (configuration not stated) | -4 | -8 | i | 7 | i | -4 | 1 | 0 | 1
Cc1ccc(CCN2CC(C(=O)NCCCN(C)Cc3ccccc3)CC2=O)cc1 (configuration not stated) | 4 | -3 | i | -3 | i | 4 | 7 | -2 | 1
COc1cccc(OCC(=O)NCC2CCCO2)c1 (configuration not stated) | 0 | -10 | i | -4 | i | 1 | -2 | -2 | 2
CC(=O)c1ccccc1C(=O)N1CCC(n2nccc2NC(=O)C2CC2)CC1 | -5 | -4 | i | -10 | i | -4 | 8 | -4 | -1
Cc1cc(C)c(C(=O)COC(=O)c2ccc([N+](=O)[O-])o2)cc1C | 2 | 20 | i | -13 | i | -1 | 12 | 4 | 1
CCS(=O)(=O)N1CCC(C(=O)Oc2ccc(Cl)cc2)CC1 | -3 | 0 | i | -11 | i | -4 | 3 | 2 | 3
CNC(=O)C1CC(=O)N(c2ccc(OCC(=O)Nc3ccccc3)cc2)C1 (configuration not stated) | 2 | -4 | i | 9 | i | 8 | 12 | 1 | -3
O=C(COc1ccccc1)Nc1ccccc1N1CCCCC1 | -7 | 30 | i | 13 | i | 12 | 19 | -3 | -3
O=C(NCc1nnc(SCC(=O)N2CCCCCC2)o1)c1ccc(F)cc1 | -1 | -5 | i | 3 | i | 2 | 0 | 0 | 2
Cc1ccc(C(=O)NNC(=O)CSc2nnc(-c3ccccc3)n2Cc2ccccc2)cc1 | 0 | -9 | i | -58 | i | -3 | 16 | -8 | -3
O=C(CC(NC(=O)c1ccccc1Cl)c1ccccc1)NC1=NCCS1 (configuration not stated) | -7 | -4 | i | -15 | i | -6 | 6 | -2 | 2
Cc1cccc(NC(=O)CSc2nc(N)c(NC(=O)c3ccccc3F)c(=O)[nH]2)c1 | 1 | -2 | i | 5 | i | 0 | 6 | -4 | -2
C/C(=C/c1ccccc1)C(=O)N1CCN(c2ccc(F)cc2)CC1 | 1 | 8 | i | -6 | i | -4 | 6 | 1 | -2
OCCC1CN(C/C=C/c2ccco2)CCN1Cc1ccccc1 (configuration not stated) | -3 | -8 | i | -10 | i | 3 | 10 | 1 | -2
Cc1cc(C)n2c(SCCN3C(=O)c4ccccc4C3=O)nnc2n1 | -1 | -4 | i | 13 | i | 0 | -11 | -3 | -1
Nc1ccccc1C#Cc1ccc2[nH]ccc2c1 | 5 | 8 | i | 5 | i | -6 | 24 | 2 | 2
O=S(=O)(Nc1nccs1)c1ccc(Nc2nnc(-c3ccccc3)c3ccccc23)cc1 | 9 | 0 | i | -9 | i | 64* | 8 | 3 | -3
COC/C=C/C1=CC2=CC(=O)C(C)(OC(=O)c3cnc4ccccc4n3)C(=O)C2=CN1CC(C)C (configuration not stated) | 3 | -12 | i | 11 | i | 3 | 11 | -1 | -1
CCC(Oc1ccccc1)C(=O)Nc1ccccn1 (configuration not stated) | 2 | -4 | i | 1 | i | 5 | -2 | 1 | 0
COc1cc([N+](=O)[O-])cc(/C=N/NC(=O)Cn2nccc2C)c1O | 3 | 10 | i | -3 | i | 0 | 11 | 0 | -2
CC(=O)Nc1cccc(-c2ccnc3c2CC(C)(C(=O)Nc2cccc(NS(C)(=O)=O)c2)O3)c1 (configuration not stated) | 4 | -3 | i | 15 | i | -1 | 12 | 3 | -3
Brc1ccc2c(c1)CNc1c(ncnc1N1CCOCC1)O2 | 7 | -2 | i | 4 | i | -8 | 3 | -6 | -3
Cn1c(=NC(=O)CS(=O)(=O)c2ccc(F)cc2)sc2ccccc21 | 0 | 0 | i | -9 | i | -5 | 13 | 6 | 2
O=C(NC12CC3CC(CC(C3)C1)C2)c1ccc(-c2ccc(Br)cc2)o1 | -1 | 36 | i | 10 | i | 8 | 5 | 3 | -5
O=C(NNc1ccccc1)C(=O)NNS(=O)(=O)c1ccc(CCCl)cc1 | -3 | -5 | i | 0 | i | -1 | 1 | -4 | -2
COC(=O)[C@H](C)NC(=O)COc1ccccc1 | 0 | -4 | i | -3 | i | 0 | -7 | 0 | -4
O=C(C1=COCCO1)N1CCN(S(=O)(=O)c2cccc(Br)c2)CC1 | -1 | -6 | i | 3 | i | -1 | 8 | -7 | 1
Cn1nc(C(=O)OCC(=O)Nc2ccc(Cl)cc2Cl)c2ccccc2c1=O | 0 | 0 | i | 2 | i | -3 | -11 | 4 | 0
COc1ccc(NC(=O)CCCN2C(=O)C(c3ccccc3)Oc3cccnc32)c(OC)c1 (configuration not stated) | 3 | 5 | i | -6 | i | -7 | -11 | 0 | -3
O=C(NCc1cccs1)C1CC(=O)N(Cc2ccccc2)C1 (configuration not stated) | -1 | -8 | i | 1 | i | 3 | -6 | 2 | 3
COc1ccc(OC)c(NC(=O)CSc2nc(N3CCOCC3)nc(N3CCOCC3)n2)c1 | -5 | 5 | i | 0 | i | 0 | 8 | 2 | -1
COc1ccc(CC(=O)NNC(=O)CCC(=O)Nc2cc(C)ccc2C)cc1 | 2 | -5 | i | 2 | i | 5 | 6 | -8 | -4
CCC(C)(C)NC(=O)C(c1ccc(OC)cc1)N(Cc1ccccc1)C(=O)CCC(=O)Nc1cc(C)on1 (configuration not stated) | -2 | 2 | i | -11 | i | -7 | 2 | 2 | -2
O=C(c1ccc2c(c1)OCO2)C1CCCN(Cc2ccccc2OC(F)F)C1 (configuration not stated) | 0 | 21 | i | 18 | i | -10 | -10 | 2 | -1
CC(=O)OCc1c(C(F)(F)F)nn(C)c1SCc1ccc(Cl)cc1 | -1 | 18 | i | 3 | i | -8 | -3 | 5 | 1

Additional entries.
compound | MT1-MMP act inh | FAS TE block | Rpn11 inh | PABP1 MLLE inh | Neddyl block | NadD block | SKN-1 block | CSN deneddyl inh | Rin1-Abl PPI inh
O=Cc1c(N2CCCCCC2)nc2ccccn2c1=O | -9 | -1 | i | -2 | i | 6 | 25 | -1 | 0
CC1C(=O)N(Cc2cn(CC3CCCCC3)nn2)CCS(=O)(=O)N1Cc1ccc(-c2ccc(Cl)c(Cl)c2)cc1 (configuration not stated) | 5 | 12 | i | 9 | i | 7 | -1 | 1 | -4
Cc1cccc(NC(=O)CN(c2ccc(C(C)C)cc2)S(=O)(=O)c2c(C)nn(C)c2C)n1 | -2 | 12 | i | 9 | i | -2 | -4 | -4 | 6
CCOc1cccc(/C(O)=C2/C(=O)C(=O)N(CCOC)C2c2ccc(C)o2)c1 (configuration not stated) | 3 | 0 | i | 22 | i | -2 | 21 | 0 | 0
COc1ccccc1N1CCN(S(=O)(=O)c2cc3[nH]c(=O)c(=O)[nH]c3cc2C)CC1 | 0 | 36 | i | -6 | i | 12 | -3 | 0 | 2
CC(=O)NN1C(=O)c2ccccc2NC1c1ccoc1 (configuration not stated) | -3 | -4 | i | 3 | / | -5 | -2 | 1 | 0
CCc1cccc(NC(=O)CCS(=O)(=O)c2ccc3c(c2)NC(=O)CO3)c1 | -2 | -5 | i | 6 | i | 3 | 6 | 1 | 3
CCOC(=O)Cn1nc2sc3ccccc3n2c(=O)c1=O | 1 | -4 | i | -11 | i | 0 | 14 | 3 | 0
CCCCC(=O)Nc1ccc2c(c1)nc(CCNC(=O)c1ccco1)n2C | 3 | -5 | i | -1 | i | -6 | 15 | -3 | -1
CCOC(=O)C1=C(CSc2nccn2C)NC(=O)NC1c1cc(C)ccc1C (configuration not stated) | -2 | -4 | i | -12 | i | -1 | -7 | 3 | -4
CCc1nn2cc(-c3ccccc3)nc2s1 | 1 | -4 | i | 15 | i | -1 | 13 | -1 | -1
O=C(COC(=O)c1c[nH]c2ccccc12)Nc1ccc(F)cc1 | -2 | 0 | i | 3 | i | -3 | 17 | -6 | 0
